Screening data deposited in PubChem BioAssay by Broad Institute.
ARNT TACC3 PPI: disruptors of human ARNT/TACC3 interaction | AlphaScreen His-ARNT PAS-B/GST-TACC3 binding, luminescence; TACC3 fragment carries E629A point mutation | Q9Y6A5 | inhibition, % at 9.99 µM | hit rate 0.66% among 390,000 | AID 623870;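 active = mean inhibition of replicates at least 50% and at least half of replicates each reaching 50%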;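 note: 0% = complete ARNT plus TACC3 wells and 100% = ARNT alone without TACC3; many hits fall short of the cut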
Active calls of the source: *. An excerpt. The share of hits here may be higher or lower than overall.

ARNT TACC3 PPI | SMILES
-6 | COc1ccc(C(c2nnnn2Cc2cccs2)N2CCC(C(N)=O)CC2)c(OC)c1 (stereo unspecified)
-5 | COC(=O)c1ccc(/C=N/NC(=O)CC(=O)NCC(C)C)cc1
0 | C=CCn1c(SCc2c(C(=O)OC)sc(N)c2C(=O)OC)nnc1-c1ccc(Cl)cc1
-2 | CC(CCOS(N)(=O)=O)c1ccccc1 (stereo unspecified)
-28 | O=C(O)c1ccc(CSc2nnc(SCc3ccccc3)s2)cc1
-9 | Cc1sc2ncnc(OCC(=O)N3CCN(S(=O)(=O)c4ccc(Cl)cc4)CC3)c2c1C
1 | COc1ccc(C(C)=O)cc1CSCCC(=O)O
-3 | CSc1nc(NC(C)(C)C)nc(Oc2ccc(=O)[nH]n2)n1
-4 | O=C(O)C1C2C=CC(C2)C1C(=O)NCCc1cccc(Cl)c1 (stereo unspecified)
4 | CCCOC(=O)c1ccc(Oc2cn[nH]c2-c2ccc(OC)cc2O)cc1
-5 | CC1(C)CC(=O)C2=C(C1)N(Cc1ccco1)C(=O)C2(NC(=O)c1cccnc1)C(F)(F)F (stereo unspecified)
-4 | Cn1c(=O)c2c(nc(CN3CCCCC3)n2CCc2ccccc2)n(C)c1=O
13 | Cc1cnc(NC(=O)c2ccco2)s1
3 | Cc1nnc(NC2=NCCC2)s1
-4 | COc1ccc(-c2cc(C(F)F)n3ncc(C(=O)NCC4CCCO4)c3n2)cc1 (stereo unspecified)
-3 | Cc1ccc(C2c3sc(=O)[nH]c3SC3C(=O)NC(=O)C32)cc1 (stereo unspecified)
10 | COc1ccc2c(c1)[nH]c1c(N3CCN(Cc4ccc5c(c4)OCO5)CC3)ncnc12
-1 | Cc1c(C(=O)OCCN2CCCCC2)oc2ccccc12
-3 | Cc1c(NC(=O)C2(c3ccc(Cl)cc3)CCCC2)c(=O)n(-c2ccccc2)n1C
-4 | O=C(NCC(c1cccnc1)N1CCOCC1)Nc1ccccc1 (stereo unspecified)
-4 | COc1cccc(NC(=O)C2C3C=CC4(O3)C2C(=O)N(C(C)C)C4C(=O)NC2CCCCC2C)c1 (stereo unspecified)
3 | Cc1nn(Cc2c(F)c(F)c(F)c(F)c2F)c(C)c1NC(=O)c1nn(C)cc1[N+](=O)[O-]
-4 | N#Cc1ccsc1NC(=O)CN1CCCCCC1
-6 | Cc1ccc(NC(=O)Cn2nnc(-c3ccccc3NC(=O)c3cccs3)n2)cc1
3 | Cc1[nH]c2ccccc2c1C(=O)/C=C/c1ccccc1
-6 | Cc1cccn2c(=O)c3cc(C(=O)NC(C)C)c(=N)n(Cc4ccncc4)c3nc12
1 | Cc1ccc(Cl)cc1NC(=O)CSC(N)=O
0 | Cc1ccc(NC(=O)NCCCN2CCOCC2)cc1
-3 | CCN(CC)Cc1c(-c2ccccc2)[nH]c2ccc(C)cc2c1=O
1 | CC1SC(c2ccc(Cl)cc2)NC1=O (stereo unspecified)
-6 | CCNC(=O)NC(=O)COc1ccccc1C#N
-3 | Cc1nc(SCC(=O)Nc2c(C)n(C)n(-c3ccccc3)c2=O)[nH]c(=O)c1C
-6 | Cn1c(=O)c(C(=O)CSc2nnc(Nc3ccccc3)s2)c(N)n(Cc2ccccc2)c1=O
0 | COc1cccc(N2CCN(C(=O)c3ccc(N4C(=O)NC5CC4(C)Oc4ccccc45)cc3)CC2)c1 (stereo unspecified)
-1 | CCCOC(=O)c1ccc(NC(=O)CCOc2ccccc2)cc1
0 | O=c1nc(N2CCOCC2)nc2n1CCO2
-4 | O=C(CSc1nc2c(sc3ccccc32)c(=O)n1CCO)NCc1ccco1
-12 | COC(=O)c1ccc(Cn2nc(C)c(Br)c2C)cc1
-2 | Cc1ccc(NC(=O)CCCC(=O)O)c(Br)c1
1 | O=C(Nc1ccc(S(=O)(=O)N2CCCC2)cc1)c1cccnc1
2 | CCC(C)(C)NC(=O)CN(C(=O)c1snc(C(N)=O)c1N)c1ccc(OC)c(OC)c1
-4 | O=C(c1nn2c(C(F)(F)F)cc(-c3ccc(F)cc3)nc2c1Cl)N1CCOCC1
-2 | CCOc1ccc(C(=O)Nc2cc(OC)ccc2OC)cc1
-3 | COc1ccc(/C=C/C(=O)Oc2ccc(/C=N/NC(=O)COc3c(C)cccc3C)cc2)cc1
-4 | CCN1C(=NCc2cc(OC)c(OC)c(OC)c2)N[C@@H](c2ccccc2)C(C(=O)OC)=C1C
-10 | COc1ccc(C2CC(C(F)(F)F)n3ncc(C(=O)O)c3N2)cc1OC (stereo unspecified)
1 | CCC(=O)c1ccc(OCC(O)CN2CCOCC2)cc1 (stereo unspecified)
8 | COc1ccc(C(=O)N/N=C2/SCC(=O)N2Cc2ccc3c(c2)OCO3)cc1OC
8 | CCN(CC)CCn1c(NCc2ccc(OC)cc2)nc2ccccc21
-4 | COc1cc(-c2nc3ccccn3c2NCc2ccccc2)ccc1SC1CCCCC1
-2 | COc1cccc(/C=c2/s/c(=C(\C#N)C(=O)N3CCOCC3)n(-c3ccccc3)c2=O)c1
1 | O=C(Nc1ccccc1Oc1ccccc1)c1cnccn1
-6 | Cc1ccc(S(=O)(=O)c2c(N)n(/N=C/c3ccco3)c3nc4ccccc4nc23)cc1C
2 | CCOC(=O)c1c(C)c(C(=O)NCc2ccc3c(c2)OCO3)c(C)n1C
-3 | O=C(c1cnn2c(C(F)(F)F)cc(-c3ccc(Br)cc3)nc12)N1CCOCC1
-3 | Cc1cccc2cc(CN(Cc3ccco3)C(=O)c3cccs3)c(=O)[nH]c12
-7 | CCOC(=O)CCc1n[nH]c(=O)[nH]c1=O
-4 | CCNc1nc(NC(C)C)nc(OCCNS(=O)(=O)c2cc(C)ccc2C)n1
27 | CCCC(=O)Nc1c2c(nn1-c1ccc(OC)cc1)CS(=O)C2 (stereo unspecified)
-2 | Cc1cccc(N2CCCn3c2nc2c3c(=O)n(CCN3CCOCC3)c(=O)n2C)c1

A different layout for part of the listing above:
CCN1C(=NCc2cc(OC)c(OC)c(OC)c2)N[C@@H](c2ccccc2)C(C(=O)OC)=C1C
  ARNT TACC3 PPI: -4
COc1ccc(C2CC(C(F)(F)F)n3ncc(C(=O)O)c3N2)cc1OC (stereo unspecified)
  ARNT TACC3 PPI: -10

(next part)
ARNT TACC3 PPI | SMILES
-1 | CC(=O)N1CCc2cc(S(=O)(=O)CCC(=O)Nc3cccc(F)c3)ccc21
-1 | O=C1CCCN1CCC1CCN(C(=S)Nc2ccc(F)cc2)CC1
13 | CC(=O)N(Cc1cc(=O)[nH]c2ccccc12)c1cccc(C)c1
-6 | CCOC(=O)c1cc2sc(C)cc2n1CC(=O)Nc1cccc(C)c1C
-3 | Cc1sc2ncnc(NCC(C)(C)N3CCOCC3)c2c1C
-1 | Cc1nnc(NC(=O)c2cccc(Br)c2)s1
6 | COc1ccc(CN(C(=O)CSc2nnc(-c3ccccc3C)o2)c2ccc(F)cc2)cc1
1 | O=C(c1ccc(-n2cnnn2)cc1)N1CCOCC1
3 | CCCCn1c(=O)[nH]c(=O)c2c1nc(-c1ccc(-c3ccccc3Br)o1)n2CCOC
-13 | CCN1CCN(c2cc(-c3ccccc3)nc3cc(-c4cccc(F)c4)nn23)CC1
3 | CCOC(=O)N1CCN(C(=O)CSc2nnc(CNC(=O)c3c(F)cccc3Cl)o2)CC1
0 | CCN(CC)CCNC(=O)C1CCC(=O)N1CCc1ccccc1 (stereo unspecified)
-2 | O=C(CCc1ccccc1)N1CCN(c2ccc(Cl)cc2)CC1
10 | Cc1cc(-c2cccs2)c2c(n1)sc1c(=O)[nH]c(=O)[nH]c12
0 | CNc1nc(SC)nc2ccsc12
-2 | COc1cc(C=O)ccc1OCc1c(C)noc1C
-5 | CC(=O)c1sc(Nc2nc3ccc(F)cc3s2)nc1C
-5 | CC(NC(=O)c1cccs1)c1ccc2c(c1)OCO2 (stereo unspecified)
-4 | Cc1cc(NC(=O)c2cccc(S(=O)(=O)N3CCCC3)c2)no1
-3 | COc1cc2c(cc1OC)C(C(=O)Nc1ccc3c(c1)OCCO3)C(c1cccnc1)N(C)C2=O (stereo unspecified)
-18 | COc1ccc(N=c2ssnc2Cl)cc1
0 | CCc1[nH]nc2c1C(c1ccc(Br)s1)C(C#N)=C(N)O2 (stereo unspecified)
-5 | CCCCCSc1nc2c(cnn2-c2ccccc2)c(=O)[nH]1
-11 | CCOCC(=O)Nc1cc(OC)c(Cl)cc1OC
7 | COc1ccc(/C=N/n2c(=S)n(C)c3ccccc32)cc1OC
-6 | O=C(O)CCc1ccc(-c2ccccc2)n1CC1CCCO1 (stereo unspecified)
-8 | CCN(CC)CCOC(=O)c1cccc(OC)c1
-10 | Cc1ccc(S(=O)(=O)Nc2cc(C(C)C)c(O)cc2C)cc1
6 | O=C(NC1CCCC1)C(c1cccs1)N(C(=O)c1ccco1)c1ccc2c(c1)OCCO2 (stereo unspecified)
-1 | CCN(CCC(=O)Nc1ccc(Br)c(C)c1)Cc1ccccc1
-1 | O=C(CSc1ncnc2ccccc12)NCc1ccco1
0 | CCCSc1nc(N)nc(-c2cccs2)c1C#N
1 | CCN1C(=O)c2ccc(C(=O)NCc3ccccc3)cc2C1=O
5 | CC1(C)CC(NC(=O)CCC2CCCC2)CC(C)(C)N1
8 | O=C(OCc1nnc(-c2ccccc2)o1)c1ccco1
-4 | O=C(c1ccc(=O)[nH]c1)N(Cc1ccco1)C1(C(=O)NC2CCCC2)CCCCC1
-2 | Cc1cc(Cl)cc(C)c1OCC(=O)O
-1 | O=C1/C(=C/c2ccc(N3CCCC3)cc2)NC(=S)N1C1CC1
21 | O=C1CSC(c2ccco2)N1 (stereo unspecified)
-36 | O=C(Nc1ccccc1)c1ccccc1NC(=O)C1CCCCC1
0 | O=C1CC(N(Cc2ccc3c(c2)OCO3)C(=O)Nc2ccc(F)cc2)C(=O)N1c1ccccc1 (stereo unspecified)
39 | C=CCSC1=N/C(=C\C=C\c2ccco2)C(=O)S1
-31 | CCCc1[nH]nc2c1C(/C(C)=C/c1ccccc1)C(C#N)=C(N)O2 (stereo unspecified)
-33 | O=C(CCCn1c(=O)[nH]c2cc(Cl)ccc2c1=O)NCCCN1CCCC1=O
-4 | Cc1nnc(SC(C)C(=O)Nc2ncc(Cl)cc2Cl)n1Cc1ccccc1 (stereo unspecified)
-4 | Cc1cc2c(cc1C)[n+](C)cn2CC(O)COCc1ccccc1 (stereo unspecified)
-4 | CCN(CC)C(=O)CSc1nc2ccc(NC(=O)CSc3nnc(N)s3)cc2s1
-3 | COC(=O)C1=C(C)NC(=O)CC1c1ccc(C(=O)OC)cc1 (stereo unspecified)
-2 | Cc1cccc(-n2c(=O)c3c(n4cnnc24)-c2ccccc2CC32CCCCC2)c1
-5 | CCCCc1nnc(NC(=O)CSc2nc(C)cc(=O)[nH]2)s1
1 | Cc1ccccc1-n1c(CSC(=N)N)nc2ccccc2c1=O
-20 | Cc1cc(C)cc(NC(=O)CSc2nnc(-c3ccccc3Br)o2)c1
1 | O=C1OC(N2CCN(Cc3ccccc3)CC2)c2ccccc21 (stereo unspecified)
0 | CC(=O)Nc1ccc(NC(=O)c2ccco2)cc1
-19 | O=C(Nc1cccc2nsnc12)c1ccc2c(c1)OCCO2
-7 | CC(C)CNC(=O)c1cccc(NC(=O)C2CCCO2)c1 (stereo unspecified)
-2 | Cc1ccc(C)c2[nH]c(=O)c(CN(CCCN(C)C)C(=O)NCc3ccccc3)cc12
4 | O=C(Cn1c(=O)oc2ccccc21)N1CCN(c2ccccc2)CC1
-5 | c1ccc(CN2CCN(c3nc(NCc4ccco4)c4ccccc4n3)CC2)cc1
-7 | COc1ccc(C(=O)/C=C\c2ccc(NC(=O)c3cccs3)cc2)cc1

The list goes on:
ARNT TACC3 PPI | SMILES
-20 | COc1cc(C(c2nnnn2C(C)(C)C)N2CCN(C)CC2)cc(OC)c1OC (stereo unspecified)
-8 | CCOC(=O)CC(=O)CSc1nc2c(C)c(C)ccc2cc1C
-1 | COc1ccccc1NC(=O)CN(c1ccccc1F)S(C)(=O)=O
-5 | Cc1cc(/C(=N/O)C(C)(C)NO)ccc1Cl
-10 | O=C(Nc1ccc2c3c(cccc13)CC2)c1ccc(Br)o1
-19 | Cc1nn(S(=O)(=O)c2ccc([N+](=O)[O-])cc2)c(C)c1Sc1ccccc1
-12 | Cc1oc(C)c(C(N)=O)c1C(N)=O
1 | COc1ccccc1/C=N/NC(=O)c1nnn(-c2nonc2N)c1-c1cccs1
-3 | O=C(NCc1ccc(F)cc1)C1CCCN(C(=O)Nc2ccccc2)C1 (stereo unspecified)
-5 | Cc1ccc(OCCn2cc(C#N)c3ccccc32)cc1
-2 | CCOC(=O)C1=C(C)Nc2ncnn2C1/C=C/c1ccccc1 (stereo unspecified)
-3 | O=C(CP(=O)(CO)CO)c1ccc(Cl)cc1
-1 | CN(C)c1ccc(C2OC(=O)C(C)(C)C(=O)C2(C)C)cc1 (stereo unspecified)

Sorted by molecular weight (falling): some entries from above.
ARNT TACC3 PPI | SMILES
-2 | Cc1ccc(C)c2[nH]c(=O)c(CN(CCCN(C)C)C(=O)NCc3ccccc3)cc12
1 | COc1ccccc1/C=N/NC(=O)c1nnn(-c2nonc2N)c1-c1cccs1
-20 | COc1cc(C(c2nnnn2C(C)(C)C)N2CCN(C)CC2)cc(OC)c1OC (stereo unspecified)
-5 | c1ccc(CN2CCN(c3nc(NCc4ccco4)c4ccccc4n3)CC2)cc1
-19 | Cc1nn(S(=O)(=O)c2ccc([N+](=O)[O-])cc2)c(C)c1Sc1ccccc1
-7 | COc1ccc(C(=O)/C=C\c2ccc(NC(=O)c3cccs3)cc2)cc1
-3 | O=C(NCc1ccc(F)cc1)C1CCCN(C(=O)Nc2ccccc2)C1 (stereo unspecified)
-1 | COc1ccccc1NC(=O)CN(c1ccccc1F)S(C)(=O)=O
-10 | O=C(Nc1ccc2c3c(cccc13)CC2)c1ccc(Br)o1
4 | O=C(Cn1c(=O)oc2ccccc21)N1CCN(c2ccccc2)CC1
-2 | CCOC(=O)C1=C(C)Nc2ncnn2C1/C=C/c1ccccc1 (stereo unspecified)
1 | O=C1OC(N2CCN(Cc3ccccc3)CC2)c2ccccc21 (stereo unspecified)
-1 | CN(C)c1ccc(C2OC(=O)C(C)(C)C(=O)C2(C)C)cc1 (stereo unspecified)
-5 | Cc1ccc(OCCn2cc(C#N)c3ccccc32)cc1
-3 | O=C(CP(=O)(CO)CO)c1ccc(Cl)cc1
0 | CC(=O)Nc1ccc(NC(=O)c2ccco2)cc1
-5 | Cc1cc(/C(=N/O)C(C)(C)NO)ccc1Cl
-12 | Cc1oc(C)c(C(N)=O)c1C(N)=O
